Source: PubChem BioAssay
STAT1 inh: STAT1 signaling inhibitors, primary screen, cell-based, HTS, luciferase reporter; NIH 3T3 STAT1-luciferase reporter, IFN-gamma, luminescence; inhibition, % at 5.5 µM; actives 0.35% (n = 200,000); AID 920, 2007;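 active = inhibition above a set limit, the mean inhibition across all tested compounds plus 3 SD, cut at about 34% in these data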;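 note: 0% = IFN-gamma with DMSO and 100% = IFN-gamma with 300 µM nifuroxazide; values of inactives mirror those of a sister screen read the other way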
PPARg SRC1 recr: PPARgamma agonists recruiting SRC-1 coactivator, primary screen, biochemical; actives 0.41% (n = 200,000); Peroxisome proliferator-activated receptor gamma (Homo sapiens), P37231; PPARgamma-SRC-1 coactivator recruitment biochemical assay; activation, % at 8 µM; AID 631, 2007; in the data active = activation above about 19%;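 note: 0% = DMSO and 100% = reference agonist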
Target sequence (P37231 whole entry, looked up): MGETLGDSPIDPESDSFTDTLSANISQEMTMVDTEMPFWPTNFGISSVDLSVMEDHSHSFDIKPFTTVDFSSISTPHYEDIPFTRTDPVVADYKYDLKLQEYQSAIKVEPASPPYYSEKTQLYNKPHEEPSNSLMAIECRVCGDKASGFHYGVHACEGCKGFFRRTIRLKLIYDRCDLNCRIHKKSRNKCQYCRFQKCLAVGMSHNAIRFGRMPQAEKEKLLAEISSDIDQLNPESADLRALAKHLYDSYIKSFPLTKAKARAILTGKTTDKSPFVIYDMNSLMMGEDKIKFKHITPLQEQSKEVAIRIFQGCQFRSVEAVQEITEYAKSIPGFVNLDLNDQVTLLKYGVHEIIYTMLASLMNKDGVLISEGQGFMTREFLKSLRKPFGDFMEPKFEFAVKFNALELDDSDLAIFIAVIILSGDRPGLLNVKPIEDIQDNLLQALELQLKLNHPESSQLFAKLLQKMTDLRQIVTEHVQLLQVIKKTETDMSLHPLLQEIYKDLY
ROMK primary: ROMK potassium channel modulators, primary screen, cell-based, thallium flux, MLSMR library. ATP-sensitive inward rectifier potassium channel 1 (Homo sapiens), P48048. Tet-inducible ROMK, thallium flux fluorescence; actives lie on both sides. B-score at 10 µM. actives 2% (n = 130,000). AID 1918, 2009;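 active = signal ratio slope over the read window, or its plate-corrected B-score, at least 3 SD from the plate mean, either direction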;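 note: B-score of the F/F0 ratio slope over 7 to 12 s after thallium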
Target sequence (P48048 whole entry, looked up): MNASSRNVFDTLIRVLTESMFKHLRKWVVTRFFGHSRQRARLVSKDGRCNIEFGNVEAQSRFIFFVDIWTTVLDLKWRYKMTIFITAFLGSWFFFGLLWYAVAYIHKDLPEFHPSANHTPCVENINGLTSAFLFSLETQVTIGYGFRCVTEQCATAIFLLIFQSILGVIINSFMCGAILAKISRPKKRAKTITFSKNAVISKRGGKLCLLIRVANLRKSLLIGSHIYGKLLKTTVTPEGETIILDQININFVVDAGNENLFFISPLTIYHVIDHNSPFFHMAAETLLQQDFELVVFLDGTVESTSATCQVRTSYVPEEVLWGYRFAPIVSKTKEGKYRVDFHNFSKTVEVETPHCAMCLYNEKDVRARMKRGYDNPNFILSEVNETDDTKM
PPARg SRC3 recr: PPARgamma agonists recruiting SRC-3 coactivator, primary screen, biochemical. Peroxisome proliferator-activated receptor gamma (Homo sapiens), P37231. biochemical PPARgamma/SRC-3 coactivator recruitment assay. activation, % at 8 µM. AID 731, 2007. actives 0.26% (n = 200,000); in the data active = activation above about 23%;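 note: 0% = DMSO and 100% = reference agonist; some compounds past the cut are filed as inactive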
TNAP act hiacc: TNAP activators at high phosphate acceptor level, primary screen, biochemical, luminescence, uHTS. purified TNAP, CDP-star luminescence, 1 M DEA, 30 min; hits give high values; 0 = EDTA background, 1 = DMSO-only activity. 200,000 tested, under 10 active. activation factor at 20 µM. Alkaline phosphatase, tissue-nonspecific isozyme (Homo sapiens), P05186;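 active = activation factor at least 2 at 20 µM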
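Control set: EDTA negative control, DMSO positive control / Assay system: human TNAP / Quantity: TNAP 1/800 final / Evaluation: TNAP activation factor scaled between EDTA and DMSO control wells / Measured by: luminescent substrate turnover signal / Compound dosing: one dose, 20 µM / Times: 30 min enzyme reaction at room temperature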
STAT3 activator: IL-6 driven STAT3 reporter potentiators, primary screen, U3A cells, luciferase, luminescence, MLSCN library; IL-6 STAT3-luciferase reporter; 100% = signal with IL-6 EC80 alone; activation (% of control), % at 5.6 µM; actives 0.91% (n = 190,000);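 active = activation above the screen-wide mean of compound activation plus 3 SD, cut at about 130% in these data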;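 note: 0% = background luminescence of wells with medium and substrate only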
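Material: human U3A cells carrying STAT3-luciferase construct. Measured by: reporter luminescence signal. Timing: compound 1 h, then IL-6 6 h at 37 °C.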
bIAP act: bovine intestinal alkaline phosphatase activators, primary screen, biochemical, bovine IAP, CDP-star luminescence | alkaline phosphatase, intestinal [Bos taurus] | purified bovine IAP, 30 min; hits give high values; fold of DMSO-control signal, blank-subtracted | activation factor at 20 µM | actives 0.17% (n = 200,000);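 active = activation factor of 2 or more at 20 µM, a signal rise over negative controls twice the positive control's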
STAT3 inh: IL-6 driven STAT3 reporter inhibitors, primary screen, U3A cells, luciferase, luminescence, MLSCN library. actives 0.89% (n = 190,000). IL-6 STAT3-luciferase reporter; host cell line lacks STAT1. inhibition, % at 5.5 µM;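 active = inhibition above the mean inhibition across all screened compounds plus 3 SD, cut at about 44% in these data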;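 note: 0% = DMSO only wells and 100% = 100 µM nifuroxazide control wells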
PPARg SRC2 recr: agonists of PPARg-SRC-2 recruitment, primary screen, biochemical, HTS; actives 0.34% (n = 200,000); Peroxisome proliferator-activated receptor gamma (Homo sapiens), P37231; PPARgamma LBD-SRC-2 recruitment; activation, % at 8 µM; in the data active = activation above about 22%;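 note: 0% = vehicle and 100% = reference agonist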
SRC2 TRFRET art: TR-FRET signal artefacts, primary screen, artefact control for PPARgamma SRC-2 agonist project, biochemical; TR-FRET artefact counter-screen; hits give high values; TR-FRET ratio at 8 µM; actives 0.4% (n = 200,000); AID 1049, 2008; in the data active = TR-FRET ratio above about 2000; note: inactives centre near 1500
bIAP inh: bovine intestinal alkaline phosphatase inhibitors, primary screen, selectivity assay for TNAP inhibitor project, biochemical, bovine IAP, CDP-star luminescence. alkaline phosphatase, intestinal [Bos taurus]. purified bovine IAP, 30 min. inhibition, % at 20 µM. 190,000 tested, under 10 active;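 active = over 50% inhibition of intestinal alkaline phosphatase at 20 µM in the single-dose screen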
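System: purified bovine intestinal alkaline phosphatase (IAP) enzyme; Input: IAP diluted 1/65,000,000 in the well; Measured by: CDP-star luminescence signal; Compound dosing: 20 µM single dose; Incubation: 30 min reaction at room temperature.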
Active calls of the source: *; x = not tested or not shown.

SMILES	STAT1 inh	PPARg SRC1 recr	ROMK primary	PPARg SRC3 recr	TNAP act hiacc	STAT3 activator	bIAP act	STAT3 inh	PPARg SRC2 recr	SRC2 TRFRET art	bIAP inh
Cc1ccc(C)c(OCCn2cc(C(=O)O)c3ccccc32)c1	3.2	6.9	0.51	3.1	1.1	101.0	1.1	7.2	-0.6	1577	-9.0
CC(O)C(NS(=O)(=O)c1ccc(Cl)cc1)C(=O)OCc1cc([N+](=O)[O-])cc2c1OCOC2 (centres undefined)	12.9	12.0	0.0967	1.5	1	98.2	1	8.8	2.9	1833	2.5
CN(C)c1ccc(NC(=O)c2sc(SCC(=O)Nc3nccs3)nc2N)cc1	-8.2	7.9	-0.155	-1.0	1	106.4	0.9	-1.8	8.2	1556	7.2
O=C(N/N=C1\CCSC1)c1cc(Cl)ccc1O	5.3	-8.5	0.716	-0.7	1	100.1	1	10.3	-2.8	1442	-4.1
CN(CC(=O)N1CCN(c2ccccc2)CC1)S(=O)(=O)c1cccs1	-16.7	9.5	-0.145	-2.8	1	102.1	1.2	-1.3	-5.4	1462	-15.5
CCOC(=O)c1ccc(NC(=S)Nc2ccc(C)cc2)cc1	-3.1	3.8	-0.583	3.8	1	68.5	0.9	43.2	-0.3	1488	8.8
CC(=O)N1NC(=Nc2ccccc2)SC1(C)C	14.7	-1.4	-0.893	4.1	1	82.2	1.1	23.1	5.3	1545	-8.4
CCN1CCN(CCCCOc2ccccc2F)CC1	5.5	-8.3	0.289	-14.0	1	101.0	1.1	-1.2	-0.7	1554	-8.2
Cc1ccc(-c2nnc(CSc3nnc(COc4ccccc4)n3-c3ccccc3)o2)cc1	5.3	0.4	-3.49*	-9.8	1	102.5	1	0.8	-0.6	1223	-4.8
Cc1ncc(CSc2nc3ccccc3[nH]2)c(N)n1	16.1	4.3	x	6.5	1.1	81.8	0.9	24.5	-0.5	1355	13.3
CC(NC(=O)Nc1ccc2c(c1)OCO2)C1CCCO1 (centres undefined)	-20.7	-4.5	0.0252	-0.3	1.1	102.3	0.9	-0.5	6.8	1688	9.7
O=C(N/N=C/c1ccccc1C(=O)O)c1ccc(COc2cccc3cccnc23)cc1	-14.8	-3.2	-0.0207	0.8	1	105.7	1.3	-5.5	-4.8	1324	-25.5
Cc1cccc2cc(CN(CCN3CCCC3)C(=O)NC3CCCCC3)c(=O)[nH]c12	6.6	-0.3	x	-1.8	1.1	99.9	1.1	6.7	1.6	1469	-14.8
CCOC(=O)Cn1nc(C)n(-c2ccc(C)cc2)c1=O	-3.1	7.4	x	9.5	1	107.6	1	1.5	6.3	1427	-2.6
CC(=O)N1CCC(=NNC(=O)CSc2cc(C)c(Br)cc2C)CC1	-7.1	2.8	x	-7.9	1	104.0	0.9	-10.1	5.0	1675	8.5
Cc1nn(-c2ccc(Cl)cc2)c(N)c1C(O)(CSc1nccn1C)C(F)(F)F (centres undefined)	2.1	1.0	1.14	8.7	1	143.2*	1	-47.3	3.4	1771	-3.9
CC(C)Sc1nc2ccccc2n1CC(=O)NCc1ccc2c(c1)OCO2	1.1	9.3	x	17.1	1	107.1	1	-5.2	-4.0	1310	4.9
CCOC(=O)C1=C(C)Nc2ccccc2N=C1NC(=O)/C=C/c1ccc(OC)cc1OC	18.5	3.3	x	4.0	1	102.3	1.1	1.9	-1.9	1852	-11.5
O=S(=O)(/N=C(/Nc1cc(N2CCOCC2)ncn1)c1ccccc1)c1ccccc1	-1.3	-1.7	0.184	5.2	1	102.5	0.9	-0.2	0.9	1439	6.3
O=C(O)c1c[nH]c2cc(C(F)(F)F)ccc2c1=O	-6.3	-0.4	x	3.2	1	99.7	1	4.5	0.8	1478	3.7
O=c1c2ccccc2nc(SCc2cccc(F)c2)n1Cc1ccco1	5.6	-0.4	-0.24	6.1	1.1	92.5	0.8	13.1	9.8	1619	24.9
COc1ccc(C(=O)/C(C#N)=N/Nc2ccc([N+](=O)[O-])cc2)cc1	36.7*	-1.9	6.05*	-4.9	0.6	54.3	0.8	58.6*	-0.2	1264	18.5
O=C(N/C(=C/c1cn(-c2ccccc2)nc1-c1ccccc1)C(=O)N1CCOCC1)c1ccc(Cl)cc1Cl	-3.4	8.7	0.188	-5.7	1	98.4	1	6.4	3.5	1430	-2.6
CCOc1ccccc1C(=O)Nc1nnc(C(C)C)s1	-17.4	9.7	x	1.1	1.1	103.6	0.9	4.7	18.3	1667	12.5
O=C(OCc1nnc(-c2ccccc2)o1)c1cn(-c2ccccc2)nc1-c1ccccc1	-0.5	0.2	-0.0149	-10.7	1.1	94.5	1	11.7	-1.4	1410	-0.6

An excerpt of these results, with two lines to a compound:
Below each SMILES: STAT1 inh	PPARg SRC1 recr	ROMK primary	PPARg SRC3 recr	TNAP act hiacc	STAT3 activator	bIAP act	STAT3 inh	PPARg SRC2 recr	SRC2 TRFRET art	bIAP inh
> CCOC(=O)C1=C(C)Nc2ccccc2N=C1NC(=O)/C=C/c1ccc(OC)cc1OC
    18.5	3.3	x	4.0	1	102.3	1.1	1.9	-1.9	1852	-11.5
> CC(=O)N1CCC(=NNC(=O)CSc2cc(C)c(Br)cc2C)CC1
    -7.1	2.8	x	-7.9	1	104.0	0.9	-10.1	5.0	1675	8.5

Sorted by the number under bIAP act (falling): four from the list above
SMILES | bIAP act
CN(CC(=O)N1CCN(c2ccccc2)CC1)S(=O)(=O)c1cccs1 | 1.2
CC(O)C(NS(=O)(=O)c1ccc(Cl)cc1)C(=O)OCc1cc([N+](=O)[O-])cc2c1OCOC2 (centres undefined) | 1
Cc1ncc(CSc2nc3ccccc3[nH]2)c(N)n1 | 0.9
O=c1c2ccccc2nc(SCc2cccc(F)c2)n1Cc1ccco1 | 0.8

Back to the main list, starting 5 compounds before the break.
SMILES	STAT1 inh	PPARg SRC1 recr	ROMK primary	PPARg SRC3 recr	TNAP act hiacc	STAT3 activator	bIAP act	STAT3 inh	PPARg SRC2 recr	SRC2 TRFRET art	bIAP inh
O=c1c2ccccc2nc(SCc2cccc(F)c2)n1Cc1ccco1	5.6	-0.4	-0.24	6.1	1.1	92.5	0.8	13.1	9.8	1619	24.9
COc1ccc(C(=O)/C(C#N)=N/Nc2ccc([N+](=O)[O-])cc2)cc1	36.7*	-1.9	6.05*	-4.9	0.6	54.3	0.8	58.6*	-0.2	1264	18.5
O=C(N/C(=C/c1cn(-c2ccccc2)nc1-c1ccccc1)C(=O)N1CCOCC1)c1ccc(Cl)cc1Cl	-3.4	8.7	0.188	-5.7	1	98.4	1	6.4	3.5	1430	-2.6
CCOc1ccccc1C(=O)Nc1nnc(C(C)C)s1	-17.4	9.7	x	1.1	1.1	103.6	0.9	4.7	18.3	1667	12.5
O=C(OCc1nnc(-c2ccccc2)o1)c1cn(-c2ccccc2)nc1-c1ccccc1	-0.5	0.2	-0.0149	-10.7	1.1	94.5	1	11.7	-1.4	1410	-0.6
CS/C(=N\NC(N)=O)c1ccccc1	8.1	-4.9	0.0327	0.4	1	102.1	1	-0.1	-11.4	1470	-2.5
COc1cc(/C=C2\SC(=O)N(Cc3ccc(F)cc3)C2=O)cc([N+](=O)[O-])c1O	5.1	-1.1	-1.58	-1.0	0.8	100.8	0.8	4.8	2.0	1499	15.8
Cc1cc(C)cc(NC(=O)C/C(N)=N/O)c1	7.8	2.6	-0.337	2.3	1	96.3	0.9	11.0	2.7	1709	6.9
Cc1cccc(C2N(c3nccs3)C(=O)C3CCCN32)c1 (centres undefined)	-4.8	-5.5	x	-0.9	1	99.9	1.2	3.5	10.2	1684	-18.3
O=C(Nc1ccc2nc(-c3ccccn3)c(-c3ccccn3)nc2c1)N1CCOCC1	6.9	3.6	x	6.1	1	104.8	1	-3.3	3.0	1606	2.1
Cc1cccc(/C=N/c2sc3c(c2C#N)CCN(Cc2ccccc2)C3)c1O	-2.2	-0.1	x	-0.2	1	115.4	1	-20.2	-8.3	1572	-2.2
O=S(=O)(Nc1ccccc1Cl)c1ccc(F)cc1	0.1	5.9	-9.67e-05	3.8	1	92.6	1.1	13.1	6.2	1641	-7.2
CCn1c(CCn2c3ccccc3c3ccccc32)n[nH]c1=S	8.6	11.5	x	4.9	1	90.7	1.1	15.4	8.5	1605	-6.0
CN(C)C(CNC(=O)CSc1nnc(-c2ccco2)o1)c1ccccc1 (centres undefined)	1.4	12.8	1.28	-1.3	x	103.8	x	-0.3	-2.2	1543	x
O=C(c1cc2nc(-c3ccco3)cc(C(F)(F)F)n2n1)N1CCCc2ccccc21	8.9	5.3	x	-7.2	1	103.1	1	2.8	-0.1	1402	-3.7
CC(=O)N(C)c1ccc(N=Nc2c(C)[nH]n(C(N)=S)c2=O)cc1	-53.3	-5.4	0.0168	4.3	0.9	90.0	0.7	21.6	-5.0	1476	25.4
COc1ccc(-n2c(=S)[nH]c3cc(C(=O)O)ccc3c2=O)cc1	-5.1	3.9	-0.313	6.1	1	104.3	0.8	-1.1	9.5	1682	22.4
O=C(COC(=O)Cc1cn2ccsc2n1)Nc1nc2ccccc2s1	-14.4	-1.2	x	-8.7	1.1	117.9	1.1	-16.3	0.5	1414	-6.6
CCCc1cc(C(=O)NCCc2ccc(OC)c(OC)c2)no1	-4.2	5.7	x	6.8	1	97.2	1.1	8.6	7.8	1629	-9.6
CCOC(=O)C1=NNC2(c3ccc(C)cc3)C(=O)N(c3ccc(Cl)cc3)C(=O)C12 (centres undefined)	12.1	4.0	0.186	2.8	1	99.1	0.9	1.4	1.5	1469	6.8
C=CCn1c(COc2ccccc2F)nnc1SCC(=O)N1CC(=O)Nc2ccccc21	-1.4	3.1	x	-7.1	1	102.0	0.9	0.2	1.9	1436	5.1
Cc1ccc(S(=O)(=O)C(C#N)c2nc3ccccc3nc2N2CCCC2)cc1 (centres undefined)	-1.2	5.3	-1.91	-2.9	1	104.3	0.9	4.0	7.8	1368	8.7
COc1ccc(C(C)=O)cc1CSc1nc(C)cc(C)n1	5.1	-3.4	-0.356	5.2	1	101.3	1.3	9.0	-9.6	1567	-28.8
COc1ccc(-c2nn(-c3ccccc3)cc2C(=O)N2CCOCC2)cc1	12.7	1.9	x	-2.2	1	93.0	1	14.6	2.5	1641	-4.8

Compounds were not picked by outcome, and some 3.7% of all compounds hit somewhere here.
